Bioassay records (PubChem)
AID2073: disruptors of CaV2.2 binding to Mint1 – biochemical, HTRF (AID 2073); HTRF protein-protein interaction, Mint1-CaV2.2; higher % means a stronger effect; inhibition, % at 20 µM; hits with a dose series show IC50 in µM; actives 0.19% (n = 290,000); in the data active = inhibition mostly above about 51%, no sharp cut-off; inconclusive = no clear call, values can overlap the other calls; inactive = mostly below about 53%; also: some results filed as inactive read as strong as hits
Dengue-2 NS5 capping: Dengue-2 NS5 methyltransferase inhibitors, primary screen, biochemical, confirmation dose response (AID 588689); actives 0.3% (n = 340,000); inhibition, % at 25 µM; hits with a dose series show IC50 in µM; Dengue-2 NS5 methyltransferase capping enzyme assay, biochemical; higher % means a stronger effect; in the data active = a potency from the dose series; inconclusive = inhibition above about 29% without an active follow-up result
RSV antiviral HEp-2: inhibition of RSV-induced cytopathic effect – HEp-2 cells, primary 10 µM value included (AID 2391); HEp-2 cells, RSV-induced CPE inhibition; higher % means a stronger effect; CPE inhibition, % at 10 µM, or IC50 in µM where a hit was titrated; actives 0.13% (n = 310,000); in the data active = a potency from the dose series; inconclusive = CPE inhibition mostly from about 23% at the one dose, without a potency; inactive = the rest, 99 in 100 with CPE inhibition below about 21%; also: strong numbers were not always called active
K1F lysis inhibition: inhibition of K1F phage lysis, E. coli UTI89, bacterial capsule biogenesis inhibitors, alamar blue (AID 488966) | E. coli UTI89 K1F phage lysis, alamar blue, 2 h; higher % means a stronger effect | inhibition, % at 100 µM, or IC50 in µM where a hit was titrated | actives 0.02% (n = 340,000);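 active = phage lysis inhibition, versus mean bacterial control, above a set limit; inconclusive = no clear call, values can overlap the other calls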;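 also: capsule biogenesis inhibitors block K1F phage lysis so surviving cells raise fluorescence; higher fluorescence means more inhibition of phage lysis; actives were called in the ten point dose series up to 300 µM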
MgcRacGAP inhibition: MgcRacGAP GTPase-activating activity inhibitors, confirmation, biochemical, ADP Hunter fluorescence. MgcRacGAP-stimulated Rac1 GTP hydrolysis, ADP Hunter fluorescence; higher % means a stronger effect; GST-tagged Rac1 F28L mutant substrate. one-dose inhibition, % at 30 µM; IC50 in µM for titrated hits. actives 0.6% (n = 340,000). AID 624330;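 active = first-screen hits whose inhibition reached a set limit at any dose in the follow-up dose series; inconclusive = inhibition above the set first-screen limit but never retested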;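 also: fluorescence reports GDP produced by GAP-driven GTP hydrolysis; strong numbers were not always called active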
Large T inhibition: SV40 large T antigen inhibitors, biochemical (AID 1903) | one-dose inhibition, % at 20 µM; IC50 in µM for titrated hits | actives 0.39% (n = 310,000) | SV40 large T antigen ATPase/helicase inhibition assay; higher % means a stronger effect; in the data active = a potency from the dose series; inconclusive = inhibition mostly from about 32% at the one dose, without a potency; inactive = the rest, 99 in 100 with inhibition below about 32%; also: strong numbers were not always called active
NTR1 agonist: NTR1-driven beta-arrestin-GFP spot formation – imaging, U2OS cells, high content, primary screen (AID 493036); activation, % at 20 µM; actives 0.17% (n = 330,000); P30989; agonist mode;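 active = activation at or above 40% of the spot to cytoplasm intensity ratio, with at least 20 cells analyzed; inconclusive = wells under 20 cells, flagged as cytotoxic or low count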;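 also: 0% = DMSO without peptide and 100% = 100 nM NTR1 peptide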
Target sequence (P30989 whole entry, looked up): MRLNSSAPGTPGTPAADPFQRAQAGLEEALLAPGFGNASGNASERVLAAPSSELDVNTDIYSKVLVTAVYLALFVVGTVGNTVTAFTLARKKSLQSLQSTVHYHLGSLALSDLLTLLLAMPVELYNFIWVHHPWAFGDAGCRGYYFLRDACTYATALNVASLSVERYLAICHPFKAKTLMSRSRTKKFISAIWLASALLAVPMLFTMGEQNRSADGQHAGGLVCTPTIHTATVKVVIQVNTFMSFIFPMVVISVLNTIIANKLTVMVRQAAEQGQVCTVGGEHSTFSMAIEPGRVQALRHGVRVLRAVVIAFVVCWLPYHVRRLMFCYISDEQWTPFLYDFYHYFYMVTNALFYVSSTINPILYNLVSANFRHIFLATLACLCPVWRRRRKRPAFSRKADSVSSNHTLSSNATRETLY
West Nile virus CPE: West Nile virus antiviral activity, cell-based, CPE readout (AID 1621). actives 0.02% (n = 290,000). West Nile virus-infected cells, CPE inhibition; higher % means a stronger effect. one-dose CPE inhibition, % at 10 µM; IC50 in µM for titrated hits; in the data active = a potency from the dose series; inconclusive = CPE inhibition mostly from about 3.7% at the one dose, without a potency; inactive = the rest, 99 in 100 with CPE inhibition below about 2.2%; also: strong numbers were not always called active
Siah-1 displacement: Siah-1 peptide-binding antagonists, primary screen, biochemical, fluorescence polarization, rhodamine-plectin, uHTS (AID 1817) | Siah-1 / rhodamine-plectin peptide fluorescence polarization; higher % means a stronger effect | displacement, % at 20 µM, or IC50 in µM where a hit was titrated | actives 0.02% (n = 290,000);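 active = displacement of at least 50% at 20 µM, with a fluorescence ratio check between 0.3 and a set limit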;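 also: plate controls were Siah plus tracer with DMSO for no effect and tracer alone without Siah for full effect; strong numbers were not always called active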
NTR1 agonist cell count 20 µM: also measured in NTR1 agonist; calls as there; cell count; measured here: cell count, cytotoxicity flag
Dengue-2 NS5 capping pilot replicate: second read-out of Dengue-2 NS5 capping, no call of its own (marks repeat the call); inhibition, %; measured here: pilot screen replicate inhibition
Numbers without * were called inactive; i = inactive; ? = inconclusive; nt = no result given; [ ] = another dose, or the depositor's remark.

SMILES	AID2073	Dengue-2 NS5 capping	RSV antiviral HEp-2	K1F lysis inhibition	MgcRacGAP inhibition	Large T inhibition	NTR1 agonist	NTR1 agonist cell count 20 µM	West Nile virus CPE	Siah-1 displacement	others
CC1CCN(CC(=O)Nc2ccc(S(=O)(=O)N3CCC(C)CC3)cc2)CC1	4%	-5%	1.7%	-0.1%	23%	10%	2.6	52	-1.7%	9%	Dengue-2 NS5 capping pilot replicate=-4.9
Cc1ccc(/C=N/n2c(C3CCCCC3)n[nH]c2=S)s1	-15%	5%	1.7%	2.9%	5%	7%	10	66	-0.4%	8%
CC(=O)N1C(=O)/C(=C2\SC(=S)N(NC(=O)c3ccc(O)cc3)C2=O)c2ccccc21	15%	nt	0.9%	1.7%	16%	36%	1.2	73	0.2%	9%
CC(=O)Nc1ccc(S(=O)(=O)NCCC(=O)N2CCc3ccccc32)cc1	8%	-14%	1.5%	0.1%	8%	6%	-1.6	58	0.0%	1%
O=C1CCc2cc(S(=O)(=O)N3CCC(C(=O)Nc4nccs4)CC3)ccc2N1	-5%	-1%	-1.7%	-1.4%	7%	15%	1.8	57	0.0%	5%
COc1ccccc1C(=O)NCCN1CCN(C(=O)c2ccccc2OC)CC1	-3%	2%	1.7%	-0.2%	2%	13%	-1.6	96	0.1%	-1%
Cc1ccccc1-c1noc(-c2ccc(O)cc2)n1	10%	-3%	4.3%	2.5%	4%	4%	6.8	35	1.9%	2%
CCOC(=O)c1ccccc1NC(=O)Cc1ccccc1OC	15%	-4%	-0.6%	0.1%	12%	4%	-0.4	79	-0.1%	5%	Dengue-2 NS5 capping pilot replicate=-2.1
CNC(=O)C(=O)NCC1OCCCN1S(=O)(=O)c1ccc(F)cc1C (stereo unspecified)	5%	-11%	0.2%	-0.1%	6%	16%	-0.6	55	0.1%	-4%
Cc1cc(C(=O)NNc2ccc(F)cc2F)no1	-7%	7%	nt	1.8%	-5%	31%	1.4	59	0.0%	5%
Cn1c(SCc2ccc(C#N)cc2)nnc1-c1ccncc1	0%	-2%	3.0%	0.0%	7%	10%	-0.1	68	-0.1%	-5%	Dengue-2 NS5 capping pilot replicate=-5.8
CCOc1ccc2c(c1)c1nnc(SCC(=O)N3CCC(C)CC3)nc1n2C	4%	-7%	nt	0.6%	8%	4%	nt	nt	-0.3%	-3%
O=C(/C=C/c1ccc(F)cc1)N1CCc2ccccc2C1	nt	-7%	1.8%	0.8%[50 µM]	7%	nt	-1.2	56	nt	nt
COc1ccc([N+](=O)[O-])cc1C(=O)C(=O)c1ccccc1	11%	nt	0.6%	0.7%	-1%	-11%	0.9	59	-0.1%	0%
COc1ccc(Br)cc1CNC(=O)CCCc1cn(C)c2ccccc12	-13%	-5%	3.6%	0.9%	3%	4%	-0.2	56	nt	-1%
CCC(C)NC(=O)c1ccc2nc(Cc3ccc(OC)cc3)oc2c1 (stereo unspecified)	-2%	-1%	0.8%	0.0%	11%	9%	0.9	62	-0.9%	10%
O=c1[nH]c2c(cnn2-c2ccc(Cl)cc2)c(=O)n1-c1cccc(Cl)c1	-9%	-10%	1.3%	-1.1%	-1%	5%	0.7	35	0.2%	7%
Cc1cc(C)nc(SCCCNCc2ccc(Br)cc2)n1	8%	-5%	-2.8%	-0.2%	10%	18%	1.2	62	-1.0%	6%	Dengue-2 NS5 capping pilot replicate=0.3
CC(C)(C(=O)Nc1nccs1)c1ccccc1	-1%	-3%	2.4%	0.2%	1%	6%	0.5	50	0.1%	-3%
CN(CC(=O)Nc1ccccc1C(F)(F)F)C(=O)C1=COCCO1	nt	-7%	0.0%	1.4%[50 µM]	4%	10%	-0.7	71	nt	nt
COc1ccc(S(=O)(=O)N2CCN(Cc3cc(OC)c(OC)c(OC)c3)CC2)cc1	1%	5%	1.7%	0.1%	?	-4%	-0.4	60	-0.3%	2%	Dengue-2 NS5 capping pilot replicate=3.0
COC(=O)C(C)Oc1ccc(Cl)c(CN2OCC(C)(C)C2=O)c1 (stereo unspecified)	nt	5%	2.5%	i	-16%	13%	0.6	50	nt	nt
CS(=O)(=O)Nc1cccc(C2=NN(C(=O)c3ccco3)C(c3ccco3)C2)c1 (stereo unspecified)	8%	-7%	6.7%	-0.1%	11%	13%	0.6	60	-0.1%	-2%
Cc1cc(N/C=C(\C#N)S(=O)(=O)c2ccccc2Cl)nc(C)n1	6%	1%	0.5%	-0.4%	8%	14%	-0.1	42	0.3%	7%
COCCn1c(N)c(C(=O)OCc2ccccc2)c2nc3ccccc3nc21	12%	-5%	3.5%	-0.3%	5%	-18%	4.4	97	1.6%	1%	Dengue-2 NS5 capping pilot replicate=0.3
O=c1cc(-c2ccc(O)cc2)oc2cc(O)c([C@@H]3O[C@H](CO)[C@@H](O)[C@H](O)[C@H]3O)c(O)c12	nt	-1%	nt	-0.1%	4%	nt	-0.5	64	nt	nt
COc1ccc(C(=O)ON=C2C=C(C)C(=O)C(C)=C2)cc1	?	-14%	1.6%	-0.1%	10%	2%	-0.3	71	0.4%	-7%
CCCCOCP(=O)(CCCC)COCCCC	-1%	-3%	0.1%	0.4%	9%	6%	1.2	46	-0.1%	-2%
O=C(CN1C(=O)c2ccccc2S1(=O)=O)NCCSC1CCCCC1	-2%	3%	0.5%	-0.2%	-7%	6%	2.4	65	-0.1%	2%
CCCn1c(N)c(C(=O)CN(C)CC(=O)Nc2ccccc2CC)c(=O)[nH]c1=O	nt	3%	1.7%	0.5%[50 µM]	2%	nt	-0.1	82	nt	nt
COc1ccc(-c2noc(CN(C)C(=O)c3ccc4c(c3)OCO4)n2)cc1	7%	-2%	0.9%	0.3%	8%	5%	-1.5	58	-0.3%	-1%
CN(C)/C=C(/C(=O)c1ccc(Cl)c(Cl)c1)c1nnnn1-c1ccccc1	3%	2%	nt	-1.1%	14%	12%	-0.1	47	0.7%	-1%
N=C1C(c2ccccc2)=C(O)CN1c1ccc2c(c1)OCO2	-11%	0%	0.3%	0.6%	2%	-2%	-0.2	65	-0.3%	-3%
Cc1c(C)c2cc(Cl)c(OC(C)C(=O)NCCN3CCOCC3)cc2oc1=O (stereo unspecified)	8%	-10%	0.8%	-0.3%	9%	11%	-0.7	73	-0.5%	6%
Cc1ccc(C(=O)Oc2ccc(-c3nccc(-c4ccccn4)n3)cc2)cc1	6%	-4%	2.0%	2.6%[50 µM]	4%	24%	0.9	49	0.1%	2%
Cc1cccc(NC(=O)CCNC(=O)c2ccccc2)c1	3%	-12%	4.4%	-0.2%	6%	7%	-1.2	46	1.5%	3%
COc1ccc(C(=O)N(Cc2sccc2C)C2CCS(=O)(=O)C2)cc1 (stereo unspecified)	13%	-6%	0.8%	-0.5%[50 µM]	6%	14%	-0.4	69	-0.1%	0%
COc1cc(C(=O)Oc2ccccc2)ccc1OCc1c(C)noc1C	5%	-6%	0.0%	-0.3%	4%	-2%	0.3	90	-0.2%	0%
CCn1ncc(N(C)N)c(Cl)c1=O	9%	2%	0.7%	-0.2%	7%	3%	-0.1	47	0.6%	-3%
O=C(CC1SC(=NCC2CCCO2)NC1=O)Nc1cc([N+](=O)[O-])ccc1Cl (stereo unspecified)	8%	2%	0.3%	0.2%	7%	10%	1.7	55	0.0%	0%
CSc1ccc(C(=O)C2CCCN(C(=O)c3ccc4c(c3)no[n+]4[O-])C2)cc1 (stereo unspecified)	7%	2%	8.7%	-0.5%	12%	10%	0.7	78	-0.5%	3%
COc1ccc(S(=O)(=O)N2CCC(C(=O)Nc3cccc(C(C)=O)c3)CC2)cc1	1%	-5%	2.1%	0.3%	7%	21%	-0.5	60	-0.1%	-8%
CCc1ccc(N2C(=O)C(Cl)=C(Nc3ccc(C(=O)N4CCCC4)cc3)C2=O)cc1	nt	-9%	2.7%	0.2%[50 µM]	8%	nt	-1.2	58	nt	nt
CN(C)C=NC(=O)c1cc(C(=O)c2ccc(Cl)cc2Cl)c[nH]1	1%	nt	8.0%	nt	nt	4%	-1.3	38	-0.8%	-2%
COc1ccc(-c2ccc3c(c2)S(=O)(=O)c2cccc(C(=O)N4CCN(C5CCCCC5)CC4)c2C3=O)cc1OC	nt	-7%	nt	0.9%	10%	nt	2.4	41	nt	nt
O=C(O)c1ccc(CSc2ncnc3c2cnn3Cc2ccccc2)cc1	-3%	-2%	1.3%	0.0%	8%	5%	-0.9	57	0.2%	-1%
COc1ccccc1NC(=O)N(CCN1CCOCC1)Cc1cc2cc(C)cc(C)c2[nH]c1=O	14%	2%	4.6%	0.1%	-1%	-4%	0.5	58	-0.2%	1%
O=C(c1cnn(-c2ccccc2)c1)c1cc(F)ccc1O	0%	-7%	3.0%	0.0%	9%	9%	1.6	79	-0.8%	5%
Cc1cc2cc(CCNC(=O)c3cccc([N+](=O)[O-])c3)c(=O)[nH]c2cc1C	-2%	-1%	?	1.9%[50 µM]	7%	-1%	0.1	68	1.0%	2%
Nc1ncnc(Nc2ccc(F)c(Cl)c2)n1	8%	2%	8.4%	0.5%	10%	7%	2.5	67	0.4%	8%

Further results follow:
SMILES	AID2073	Dengue-2 NS5 capping	RSV antiviral HEp-2	K1F lysis inhibition	MgcRacGAP inhibition	Large T inhibition	NTR1 agonist	NTR1 agonist cell count 20 µM	West Nile virus CPE	Siah-1 displacement	others
O=C(Nc1ccccc1)c1cc(S(=O)(=O)N2CCCCC2)ccc1N1CCOCC1	nt	-6%	1.9%	0.4%	1%	nt	0.4	46	nt	nt
CSc1ccc(C2C3(C#N)C(N)=NC4(OCCO4)C23C#N)cc1 (stereo unspecified)	-2%	-5%	-0.6%	6.0%	1%	5%	1.8	42	-0.1%	0%
Nc1nnc(COc2ccccc2)s1	-4%	-3%	2.1%	-0.3%	1%	14%	-1.4	35	0.1%	-4%
COc1ccccc1OCCNc1cc(N2CCCCC2)ccc1[N+](=O)[O-]	2%	-6%	18%	1.6%[50 µM]	6%	5%	6.4	59	-0.4%	4%
O=C1OCCN1c1c(-c2ccccc2)c(-c2cccs2)nc2c(-c3ccccc3)cccc12	27%	7%	2.5%	-0.9%	-5%	2%	0.0	64	0.3%	-1%
COc1ccc2c(c1)Cc1sc(NC(=O)c3ccco3)nc1-2	-6%	-6%	9.2%	-0.2%	16%	4%	2.6	42	0.1%	4%
CC(=O)c1ccc(NS(=O)(=O)Cc2ccccc2)cc1	?	-4%	2.5%	1.1%	2%	11%	-1.7	41	0.1%	3%
Cc1ccc(NC(=O)CN(C)C(=O)C2COc3ccccc3O2)cc1 (stereo unspecified)	9%	-5%	1.3%	-0.1%	3%	7%	-0.4	30	0.0%	3%
COc1cccc(CNS(=O)(=O)c2ccc(N3CCCC3=O)cc2)c1	2%	28%	0.4%	0.2%	2%	3%	0.9	65	0.1%	-2%
